KCNK9 block: blocks the human KCNK9 two-pore domain potassium channel | Q9NPC2 | AID 488922 | B-score at 10 µM | HEK293 KCNK9, FluxOR thallium flux fluorescence; active compounds read low | hit rate 1.2% among 310,000;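 active means ratio B-score over 3 SD below the library mean, with starting fluorescence within 5 SD of its mean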;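 further: negative B-score means less thallium flux so channel inhibition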
Dyrk1A ADPGlo: blocks rat Dyrk1A kinase activity | inhibition, % at 12.5 µM | AID 504441 | Q63470 | hit rate 0.43% among 310,000 | ADP-Glo luminescence, NFATc1 peptide; in the data active means inhibition above about 50%;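 further: plate controls were vehicle with enzyme for no effect and no enzyme for full effect; many of its hits are not listed in these tables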
KCNQ1 block: blocks the human KCNQ1 potassium channel | P51787 | CHO-K1 KCNQ1, FluxOR thallium flux fluorescence; active compounds read high | B-score at 10 µM | hit rate 1.3% among 310,000 | AID 2642;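 active means compounds whose thallium flux B-score, printed positive for inhibition, exceeds three library SD while starting fluorescence stays within three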;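 further: channel opened by potassium depolarization with thallium stimulus after 20 min compound exposure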
Target sequence (P51787 whole entry, looked up): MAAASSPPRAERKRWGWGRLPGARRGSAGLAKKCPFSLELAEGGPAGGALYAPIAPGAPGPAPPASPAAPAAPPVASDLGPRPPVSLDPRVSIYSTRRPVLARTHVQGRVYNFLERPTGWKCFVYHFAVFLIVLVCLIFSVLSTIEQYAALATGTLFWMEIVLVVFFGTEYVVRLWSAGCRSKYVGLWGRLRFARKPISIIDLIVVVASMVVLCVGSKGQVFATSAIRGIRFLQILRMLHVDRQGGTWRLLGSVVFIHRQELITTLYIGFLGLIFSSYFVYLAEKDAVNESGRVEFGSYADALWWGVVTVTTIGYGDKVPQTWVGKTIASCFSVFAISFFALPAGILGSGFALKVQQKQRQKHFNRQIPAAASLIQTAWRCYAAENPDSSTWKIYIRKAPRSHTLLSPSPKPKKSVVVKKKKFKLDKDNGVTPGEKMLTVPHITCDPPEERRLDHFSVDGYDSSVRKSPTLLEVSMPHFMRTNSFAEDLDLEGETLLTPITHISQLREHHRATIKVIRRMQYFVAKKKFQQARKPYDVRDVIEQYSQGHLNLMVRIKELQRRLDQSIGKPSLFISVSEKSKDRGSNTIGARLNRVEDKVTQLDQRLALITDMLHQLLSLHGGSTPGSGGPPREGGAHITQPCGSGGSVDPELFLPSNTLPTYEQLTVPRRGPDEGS
RGS4 inh: human RGS4 inhibition; HEK293 M3R/RGS4 inducible, Fluo-4 calcium flux; active compounds read high; triggered by carbachol at its EC20; B-score at 10 µM; hit rate 0.45% among 310,000; AID 463165;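 active means B-score, a plate-corrected calcium signal, over three deviations above library mean, with baseline fluorescence within five deviations of library mean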;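 further: RGS4 expression induced by doxycycline in cells with stable M3 receptor; B-score is computed from the integrated fluorescence ratio over baseline after carbachol; higher B-score means a larger calcium signal and so more RGS4 inhibition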
GSK3 alpha inh: human GSK-3 alpha kinase inhibition; ADP-Glo luminescence, 60 min; hit rate 0.1% among 320,000; P49840; inhibition, % at 10 µM; AID 2650;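 in the data active means inhibition above about 50%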;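 further: GST-tagged GSK-3 alpha with peptide substrate and 25 µM ATP; 0% = DMSO neutral wells and 100% = GW8510 positive control wells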
RGS4 pot: RGS4 potentiation or activation. HEK293 M3R/inducible RGS4, carbachol calcium flux Fluo4; active compounds read low. B-score at 10 µM. hit rate 0.92% among 310,000;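 active means B-score of the integrated calcium signal more than 4 SD below the library mean, with starting fluorescence not abnormally high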;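 further: negative B-score means reduced calcium response which marks RGS4 activation or potentiation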
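System – HEK293 FlpIn-TREx cells, stable M3R, doxycycline-inducible RGS4 · Reagent – ECmax carbachol challenge · Times – compound preincubation 20 min at room temperature before agonist · Technique – Fluo4 fluorescence kinetic imaging of calcium · Measure – B score of integrated Fluo4 ratio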
KCNK3 block: human KCNK3 channel inhibition, primary screen. O14649. CHO-KCNK3 thallium flux, FluxOR fluorescence; active compounds read low. B-score at 10 µM. hit rate 0.84% among 340,000. AID 602410;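 active means B-score under library mean minus 4 SD, starting fluorescence ratio at most library mean plus 5 SD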;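 further: more negative B-score means stronger inhibition of thallium flux through KCNK3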
Target sequence (O14649 whole entry, looked up): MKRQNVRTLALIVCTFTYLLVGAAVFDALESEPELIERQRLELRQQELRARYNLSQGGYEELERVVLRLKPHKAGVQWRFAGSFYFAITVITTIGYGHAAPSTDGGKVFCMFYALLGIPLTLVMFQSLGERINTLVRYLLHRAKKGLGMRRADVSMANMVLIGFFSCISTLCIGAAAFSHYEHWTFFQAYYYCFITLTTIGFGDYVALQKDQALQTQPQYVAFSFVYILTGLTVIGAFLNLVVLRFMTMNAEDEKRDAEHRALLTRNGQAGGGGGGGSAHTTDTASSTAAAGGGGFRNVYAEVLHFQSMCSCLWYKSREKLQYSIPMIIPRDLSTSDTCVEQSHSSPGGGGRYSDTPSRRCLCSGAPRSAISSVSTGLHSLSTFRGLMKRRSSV
PolyA inhibitor: yeast polyadenylation inhibition; S. cerevisiae SKY197-pL101 polyadenylation reporter, beta-gal luminescence; efflux-impaired pdr1/pdr3 knockout yeast; score 100 = 6 SD above DMSO; calls only at 12 µM; hit rate 0.02% among 300,000; AID 1875;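 active means lowest replicate activity score at least 50, where 100 means six control SD above control mean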;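 further: yeast exposed to compound for 9 h at 30 °C; higher score means more reporter readthrough which indicates perturbed polyadenylation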
hERG protect: shields human hERG channel from block by proarrhythmic agents | activation (rescue from dofetilide block), less the hit threshold, % at 10 µM | CHO-hERG, FluxOR thallium flux, dofetilide IC70 present | AID 1511 | hit rate 0.51% among 310,000 | Q12809;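 active means activation above the mean of controls blocked by dofetilide plus 5 SD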;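 further: thallium influx through hERG after potassium depolarization seen as dye fluorescence rise; in these data hits start at about 4.7%; inactives centre near -7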
GSK3beta inhib: blocks human GSK3beta kinase activity | P49841 | GST-GSK3beta kinase, ADP-Glo luminescence, 60 min; active compounds read low | activity score (negative = inhibition), % at 10 µM | hit rate 0.038% among 300,000;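 active means more than half of replicate wells score below -50%, meaning over 50% inhibition versus plate controls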;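 further: 0% = median DMSO wells and -100% = median GW8510 positive control wells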
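Test system – GST-tagged human GSK3beta kinase, cell-free · Incubation – 60 min enzyme reaction, room temperature · Signal – ADP-Glo luminescence · Also added – peptide substrate and ATP at 25 µM · Controls – DMSO neutral wells and GW8510 at 20 µM as positive · Buffer or medium – Tris/MgCl2 kinase buffer · Measure – Luminescence-derived activity versus plate DMSO and GW8510 wells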
KCNQ1 act: potentiates or activates the human KCNQ1 potassium channel. CHO-K1 KCNQ1, thallium flux FluxOR fluorescence; active compounds read high. B-score at 10 µM. hit rate 0.35% among 310,000;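 active means fluorescence ratio B-score, a plate-corrected score, at least three library SD, with initial intensity B-score within 5 SD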
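Assay system: CHO-K1 cells stably expressing KCNQ1. Medium: assay buffer for compound exposure, DMSO matched across wells. Timing: 37 °C overnight plating, 90-min dark dye load, 20-min compound pretreatment. Signal: kinetic FluxOR fluorescence, 10 s baseline plus 110 s post-stimulus.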
The depositor's hits bear a star; i = inactive; · = no result given. The list is partial, so the mix of outcomes need not match the whole.

Every second line gives: KCNK9 block	Dyrk1A ADPGlo	KCNQ1 block	RGS4 inh	GSK3 alpha inh	RGS4 pot	KCNK3 block	PolyA inhibitor	hERG protect	GSK3beta inhib	KCNQ1 act
COc1ccc(NC(=O)Nc2ccc3c(c2)N(C)C(=O)CS3)cc1OC
  i	-16	i	i	-4	i	i	i	-9	3	i
Cn1c(N)c(C(=O)COC(=O)[C@H](Cc2ccccc2)N2C(=O)c3ccccc3C2=O)c(=O)n(C)c1=O
  i	-1	i	i	2	i	i	i	-7	0	i
CN(C(=O)CSc1nnn(C)n1)c1ccccc1
  i	-4	i	i	-1	i	i	i	-6	-2	i
CCCC1=Nc2cc(C(=O)NCCN3CCOCC3)ccc2Sc2ccccc21
  i	-2	i	i	-5	i	i	i	-7	4	i
c1ccc(Cc2noc(CN3CCCC(CN4CCOCC4)C3)n2)cc1 (configuration not stated)
  i	·	i	i	-4	i	i	i	-9	0	i
O=S(=O)(Nc1ncccn1)c1ccc(Cl)cc1
  i	6	i	i	-1	i	i	i	-4	·	i
Cc1ccc(C)c(S(=O)(=O)NC(CCC(N)=O)C(=O)O)c1 (configuration not stated)
  i	0	i	i	-2	i	i	i	-2	2	i
COc1ccc2c(c1)CC/C(=C/c1ccccn1)C2=O
  i	2	i	i	-2	i	i	i	0	-2	i
Cn1c(=O)oc2cc(S(=O)(=O)NCCC(=O)NCc3ccccc3Cl)ccc21
  i	2	i	i	0	i	i	i	-8	-2	i
O=C(CN1CCN(c2nc(-c3ccc(F)cc3)cs2)CC1)Nc1ccc2c(c1)OCO2
  i	13	i	i	-2	i	i	i	-9	0	i
CCOc1ccc(N(C(=O)c2ccc3c(c2)OCO3)C2C=CS(=O)(=O)C2)cc1 (configuration not stated)
  i	-2	i	i	-2	i	i	i	-7	-1	i
CCOc1ccccc1-c1cc(C(=O)Nc2ccc(C(=O)O)cc2)c2ccccc2n1
  i	4	i	i	-3	i	i	i	-1	2	i
COc1ccc(CN(C(=O)c2cnccn2)C(C(=O)NC(C)(C)C)c2cc(OC)c(OC)c(OC)c2)cc1 (configuration not stated)
  i	1	i	i	-1	i	i	i	-8	-3	i
COc1ccc(NC(=O)c2nc[nH]c2C(=O)N[C@@H](C)C(=O)OC(C)(C)C)cc1
  i	10	i	i	1	i	i	i	-1	2	i
O=C(Cc1ccccc1)Nc1nc(-c2ccc(F)c(F)c2)cs1
  i	-7	i	i	-1	i	i	i	-3	0	i
NS(=O)(=O)c1cccc(NC(=O)c2cccnc2Oc2ccccc2)c1
  i	-1	i	i	-1	i	i	i	-4	2	i
CCCCCCC(O)(c1ccc(OC)cc1)C(CN1CCOCC1)c1ccccc1 (configuration not stated)
  i	1	i	i	-1	i	i	i	-4	-3	i
COc1cc(C(=S)N2CCCC2)cc(Cl)c1O
  i	5	i	i	-3	i	i	i	-1	3	i
O=C(CCn1ccc2ccccc21)NC1CCCc2ccccc21 (configuration not stated)
  i	-2	i	i	0	i	i	i	-9	0	i
COc1cccc(C2CC3(CC(C)(C)NC(=S)N3)Oc3cc(O)ccc32)c1 (configuration not stated)
  i	-10	i	i	1	i	i	i	-5	-1	i

Seven structures from above, sorted by molar mass, descending:
Every second line gives: KCNK9 block	Dyrk1A ADPGlo	KCNQ1 block	RGS4 inh	GSK3 alpha inh	RGS4 pot	KCNK3 block	PolyA inhibitor	hERG protect	GSK3beta inhib	KCNQ1 act
Cn1c(N)c(C(=O)COC(=O)[C@H](Cc2ccccc2)N2C(=O)c3ccccc3C2=O)c(=O)n(C)c1=O
  i	-1	i	i	2	i	i	i	-7	0	i
CCOc1ccccc1-c1cc(C(=O)Nc2ccc(C(=O)O)cc2)c2ccccc2n1
  i	4	i	i	-3	i	i	i	-1	2	i
CCCC1=Nc2cc(C(=O)NCCN3CCOCC3)ccc2Sc2ccccc21
  i	-2	i	i	-5	i	i	i	-7	4	i
COc1ccc(NC(=O)c2nc[nH]c2C(=O)N[C@@H](C)C(=O)OC(C)(C)C)cc1
  i	10	i	i	1	i	i	i	-1	2	i
COc1cccc(C2CC3(CC(C)(C)NC(=S)N3)Oc3cc(O)ccc32)c1 (configuration not stated)
  i	-10	i	i	1	i	i	i	-5	-1	i
NS(=O)(=O)c1cccc(NC(=O)c2cccnc2Oc2ccccc2)c1
  i	-1	i	i	-1	i	i	i	-4	2	i
O=C(Cc1ccccc1)Nc1nc(-c2ccc(F)c(F)c2)cs1
  i	-7	i	i	-1	i	i	i	-3	0	i

Continued:
Every second line gives: KCNK9 block	Dyrk1A ADPGlo	KCNQ1 block	RGS4 inh	GSK3 alpha inh	RGS4 pot	KCNK3 block	PolyA inhibitor	hERG protect	GSK3beta inhib	KCNQ1 act
CCOC(=O)C1CCN(C(=O)CC(C)c2ccccc2)CC1 (configuration not stated)
  i	-3	i	i	·	i	i	i	-11	0	i
CCC(=O)Nc1ccc(-c2ccc(N3CCC(C)CC3)nn2)cc1
  i	·	i	i	-1	i	i	i	-6	1	i
Cc1ccc(S(=O)(=O)N(CC(=O)NCc2ccc(F)cc2)C(=O)N2CCN(C)CC2)cc1
  i	9	i	i	-2	i	i	i	-6	5	i
O=C(CSc1ccc(Br)c2cccc(Cl)c12)Nc1ccc(S(=O)(=O)Nc2nccs2)cc1
  i	-1	i	i	-1	i	i	i	-9	-9	i
O=[N+]([O-])c1cc(C(F)(F)F)ccc1N1CCN(S(=O)(=O)c2ccc3c(c2)CCCC3)CC1
  i	0	i	i	1	i	i	i	-6	-4	i
COc1cccc(OC)c1C(=O)N1CCN(Cc2ccncc2)CC1
  i	-3	i	i	-5	i	i	i	3	1	i
Cc1ccc(NCC(=O)N/N=C/c2ccc(C(=O)O)cc2)cc1
  i	4	i	i	-1	i	i	i	-14	-1	i
FC(F)(F)c1cnc(NNC(=S)Nc2cccnc2)c(Cl)c1
  i	-1	i	i	-2	i	i	·	-10	2	i
COc1cccc(/C=C/C(=O)OCC(=O)N2c3ccccc3NC(=O)C2(C)C)c1
  i	-5	i	i	-1	i	i	i	-8	0	i
Cc1nnc(OC(C)C)c2nn(-c3ccccc3F)c(C)c12
  i	5	i	i	1	i	i	i	-8	-5	i
O=C(C1CCC(=O)N(C2CCCC2)C1)N1CCC(Oc2ccccc2Cl)CC1 (configuration not stated)
  i	0	i	i	-1	i	i	i	-6	2	i
COC(=O)c1ccc(NC(=O)c2ccccc2C(=O)Nc2ccc(C(=O)OC)cc2)cc1
  i	2	i	i	-4	i	i	i	-10	1	i
CCC(=O)Nc1cc(C(=O)O)ccc1Sc1ccc(C)cc1
  i	3	i	i	-3	i	i	i	-1	3	i
O=C(OCCOCn1cc(Br)c(=O)[nH]c1=O)c1ccccc1
  i	·	i	i	-1	i	i	i	-10	1	i
Cc1cc2cc(CNC(=S)Nc3ccc(OC(F)F)cc3)ccc2n1C
  i	1	i	i	-1	i	i	i	-13	7	i
O=S1(=O)NC(=NCCc2ccccn2)c2ccccc21
  i	3	i	i	-6	i	i	i	-5	-1	i
Fc1ccccc1N=C1Nc2cccc3cccc1c23
  i	-1	i	i	-1	i	i	i	-5	0	i
CCc1[nH]nc(C(=O)N2CCCC(CCC(=O)N3CCN(c4ccccn4)CC3)C2)c1C (configuration not stated)
  i	2	i	i	-2	i	i	i	-8	-2	i
Cc1ccc(NC(=O)CCc2nnc3ccc(NCc4ccco4)nn23)nc1
  i	6	i	i	17	i	i	i	-9	6	i
O=c1[nH]c(C2CCN(S(=O)(=O)c3ccc4c(c3)OCCO4)CC2)nc2c1nnn2Cc1ccccc1F
  i	·	i	i	7	i	i	i	-8	-1	i

Five of these compounds in another layout.
SMILES | KCNK9 block | Dyrk1A ADPGlo | KCNQ1 block | RGS4 inh | GSK3 alpha inh | RGS4 pot | KCNK3 block | PolyA inhibitor | hERG protect | GSK3beta inhib | KCNQ1 act
CCC(=O)Nc1cc(C(=O)O)ccc1Sc1ccc(C)cc1 | i | 3 | i | i | -3 | i | i | i | -1 | 3 | i
O=C(OCCOCn1cc(Br)c(=O)[nH]c1=O)c1ccccc1 | i | · | i | i | -1 | i | i | i | -10 | 1 | i
Cc1cc2cc(CNC(=S)Nc3ccc(OC(F)F)cc3)ccc2n1C | i | 1 | i | i | -1 | i | i | i | -13 | 7 | i
O=S1(=O)NC(=NCCc2ccccn2)c2ccccc21 | i | 3 | i | i | -6 | i | i | i | -5 | -1 | i
Fc1ccccc1N=C1Nc2cccc3cccc1c23 | i | -1 | i | i | -1 | i | i | i | -5 | 0 | i

(cont.)
Every second line gives: KCNK9 block	Dyrk1A ADPGlo	KCNQ1 block	RGS4 inh	GSK3 alpha inh	RGS4 pot	KCNK3 block	PolyA inhibitor	hERG protect	GSK3beta inhib	KCNQ1 act
COc1cccc(C(=O)NC2CC(C)(C)NC(C)(C)C2)c1OC
  i	-1	i	i	-1	i	i	i	-6	·	i
CCCCCN(C(=O)CCC(=O)OCC(=O)Nc1ccc(C)cc1F)c1c(N)n(CCCC)c(=O)[nH]c1=O
  i	-9	i	i	2	i	i	i	-8	4	i
CCCc1n(CC(O)COCC2CC=CCC2)c2ccccc2[n+]1C (configuration not stated)
  i	-6	i	i	3	i	i	i	-2	0	i
O=c1oc2ccccc2c(O)c1/C=N/c1ccccn1
  i	14	i	i	0	i	i	i	-10	3	i
Cc1c(NC(=O)c2ccc3c(c2)C(=O)N(Cc2ccco2)C3=O)cccc1C(=O)O
  i	3	i	i	-1	i	i	i	-9	-4	i
Cc1cc(C)cc(NC(=O)CCc2c(C)nn(-c3ccc(N4CCOCC4)nn3)c2C)c1
  i	1	i	i	-1	i	i	i	-19	-1	i
Cc1ccc(OCC(=O)N/N=C2/SCC(=O)N2Cc2ccccc2)cc1
  i	-3	i	i	1	i	i	i	-4	-29	i
Cc1ccc(S(=O)(=O)N(C)S(=O)(=O)c2ccc(C#N)cc2)cc1
  i	·	i	i	0	i	·	i	-5	-1	i
CC1(C)Cc2c(sc3nc(-c4ccccc4)oc(=O)c23)CO1
  i	0	i	i	-3	i	i	i	-14	4	i
